Compound activity from PubChem.
p53null 39C kill: qHTS Screen for Compounds that Selectively Target Cancer Cells with p53 Mutations: Cytotoxicity of p53 Null Cells at the Nonpermissive Temperature | AID 904, 2007 | Potency, µM (top dose mostly 46.1 µM), without a hit: at the highest dose activity, negative = cell killing, most hits filed as cytotoxic | H1299 p53-null (neo) cells, 39C, ATPlite viability, 24 h | 55,000 tested, 0.97% active;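 further: potency means the concentration at half of the fitted maximal effect; 0% = DMSO only and -100% = full killing by 100 µM tamoxifen; nearly all actives have a fitted effect of over 50% in size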
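Concentration-response (up to 46 uM) was run for 24 h at the nonpermissive 39C on H1299-p53A138V or H1299-neo cells. ATP content was measured with ATPlite luminescence. AC50 values were Hill-modeled after normalizing between DMSO and 100 uM tamoxifen killing.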
B2AR arrestin ag: qHTS assay of beta-arrestin-biased ligands of beta2-adrenergic receptor: NCGC Sytravon Library Screen; 44,000 tested, under 10 active; Potency, µM (top dose mostly 46.1 µM), inactives show at the highest dose activation, hits mostly activators; HTLA Tango cells, beta-arrestin recruitment, luciferase luminescence, 18 h; Beta-2 adrenergic receptor (Homo sapiens), P07550;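 further: potency means the concentration at half of the fitted maximal effect; 0% = DMSO and full agonism = EC100 isoproterenol or metaproterenol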
Target sequence (P07550 whole entry, looked up): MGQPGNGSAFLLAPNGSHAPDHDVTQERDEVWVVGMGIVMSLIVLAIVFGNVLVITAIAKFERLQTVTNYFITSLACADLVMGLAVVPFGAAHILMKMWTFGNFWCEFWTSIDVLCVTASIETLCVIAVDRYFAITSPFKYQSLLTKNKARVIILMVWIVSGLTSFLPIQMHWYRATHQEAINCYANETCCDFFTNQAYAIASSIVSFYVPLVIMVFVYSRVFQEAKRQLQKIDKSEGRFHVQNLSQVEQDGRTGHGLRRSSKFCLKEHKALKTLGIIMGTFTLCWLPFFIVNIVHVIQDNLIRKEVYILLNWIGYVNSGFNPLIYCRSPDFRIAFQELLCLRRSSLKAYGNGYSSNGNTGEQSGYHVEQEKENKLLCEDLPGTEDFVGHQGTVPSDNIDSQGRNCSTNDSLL
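Luminescence read-out: arrestin recruitment to recombinant beta2-AR releases tTA, inducing luciferase. Cells exposed 18 hr at 37 degrees C to up to 46 microM compound; %Activity from corrected signal, concentration-response curves classified by r2, magnitude and efficacy.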
p53null 32C tox: qHTS Screen for Compounds that Selectively Target Cancer Cells with p53 Mutations: Cytotoxicity of p53 Null Cells at the Permissive Temperature | H1299-neo p53 null cells, ATP luminescence, 24 h, 32C | Potency, µM (top dose mostly 46.1 µM), for the others: at the top dose activity change, negative = cytotoxicity, most hits filed as cytotoxic | 55,000 tested, 0.62% active;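 further: potency means the concentration at half of the fitted maximal effect; 0% = DMSO only and -100% = full killing by 100 µM tamoxifen; nearly all actives have a fitted effect of over 55% in size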
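AC50 values derive from Hill modelling of qHTS concentration-response data (up to 46 uM) in H1299-neo cells. Cells were treated 24 h at 32C following overnight attachment at 37C; viability was read as cellular ATP.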
PTAP-TSG101 blk: qHTS Validation Assay for Inhibitors of HIV-1 Budding by Blocking the Interaction of PTAP/TSG101: Sytravon Library Screen; 44,000 tested, under 10 active; Fluorescence polarization, FITC-PTAP peptide/Tsg101, 20 min; Potency, µM (top dose mostly 115 µM), inactives show top-dose activity change, negative = inhibition, actives largely listed as inhibitors; Tumor susceptibility gene 101 protein (Homo sapiens), Q99816; further: potency means the concentration at half of the fitted maximal effect; 0% is about no effect
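Compounds pinned into 10 uM Tsg101 binding domain, then 50 nM FITC-PTAP peptide added in pH 7.5 HEPES buffer; FP read after 20 min, room temperature. Total S+P intensity flags fluorescent compounds; active cut-off <25 µM, efficacy <60%.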
FH mod: Identification of activators of human fumarate hydratase by quantitative high-throughput screening. FH coupled MDH/diaphorase resazurin fluorescence, 15 min. Potency, µM (top dose mostly 79.9 µM), for inactives: top-dose activity change, negative = inhibition, actives largely listed as inhibitors. 54,000 tested, 0.22% active. AID 1347055, 2019; further: potency means the concentration at half of the fitted maximal effect; on the % scale 0 is the no-effect control and ±100 the full control effect; the screen sought activators but most active calls are inhibition curves; nearly all actives have a fitted effect of over 45% in size
Target sequence (P07954 whole entry, looked up): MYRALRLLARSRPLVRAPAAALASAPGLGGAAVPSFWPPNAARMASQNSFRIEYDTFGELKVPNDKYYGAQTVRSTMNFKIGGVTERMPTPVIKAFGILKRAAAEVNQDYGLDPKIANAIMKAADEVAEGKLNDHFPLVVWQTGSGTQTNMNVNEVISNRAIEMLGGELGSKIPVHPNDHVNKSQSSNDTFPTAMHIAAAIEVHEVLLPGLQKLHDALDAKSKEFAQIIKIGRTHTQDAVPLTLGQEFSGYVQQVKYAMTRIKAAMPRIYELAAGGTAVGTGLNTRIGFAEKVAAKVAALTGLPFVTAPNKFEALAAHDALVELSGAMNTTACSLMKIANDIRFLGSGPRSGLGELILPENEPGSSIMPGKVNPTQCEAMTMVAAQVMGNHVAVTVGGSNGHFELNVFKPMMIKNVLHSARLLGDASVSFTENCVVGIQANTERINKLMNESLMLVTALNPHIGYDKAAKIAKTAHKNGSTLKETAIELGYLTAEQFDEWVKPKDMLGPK
NTMT1 inh: Primary qHTS for Inhibitors of N-terminal methyltransferase 1 (NTMT1): MTaseGlo Assay; N-terminal Xaa-Pro-Lys N-methyltransferase 1 (Homo sapiens), Q9BV86; Potency, µM (series often up to 114 µM), for inactives: at the top dose activity change, negative = inhibition, usual class: inhibitors; NTMT1 MTase-Glo SAH luminescence, purified enzyme; 59,000 tested, 2.5% active;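 further: potency means the concentration at half of the fitted maximal effect; plate controls were DMSO vehicle for no effect and no enzyme for full effect; nearly all actives have a fitted effect of over 65% in size; many of its hits are not listed in these tables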
GALK inhibitor: qHTS Assay for Inhibitors of Human Galactokinase (GALK): NCGC Sytravon Library Screen; Potency, µM (top dose mostly 57.5 µM), inactives show at the top dose activity, negative = inhibition, most hits filed as inhibitors; 44,000 tested, under 10 active; recombinant GALK, Kinase-Glo ATP luminescence, 1 h;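 further: plate controls were full GALK reaction for no effect and reaction lacking GALK for full effect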
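5 nM GALK; 35 uM ATP; 100 uM D-galactose; 20 mM HEPES pH 8.0, 5 mM MgCl2, 60 mM NaCl, 1 mM DTT, 0.01% BSA; 1 h RT; Kinase-Glo Plus luminescence.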
Active calls of the source: *; ? = inconclusive; · = no result given; & = joins results of further samples; [ ] = remark or other dose. The call rests on the fitted dose curve; in most records, active means well fitted curve in the direction sought with a large enough effect; inconclusive means small, poorly fitted or top-dose-only effect, or another doubt; inactive means no such curve, though single readings can be large; an effect the other way counts as inactive or inconclusive. This is a subset; rates above refer to the full screens.

Value order: p53null 39C kill | B2AR arrestin ag | p53null 32C tox | PTAP-TSG101 blk | FH mod | NTMT1 inh | GALK inhibitor
Cc1sc2ncn(CC(=O)N3CCN(c4ccccc4F)CC3)c(=O)c2c1S(=O)(=O)N1CCN(c2ncccn2)CC1
→ -17.6% | -0.1% | 9.7% | 2.2% | -12.3% | 4.3% | -5.2%
CCOc1ccc(-c2nonc2NC(=O)c2oc3cc(C)ccc3c2C)cc1OCC
→ 6.4% | 0.1% | 5.3% | 0.3% | 10.0% | ? | 0.3%
CC(=O)N1CCc2c(sc3c2c(=O)n(-c2cccc(Cl)c2C)c(=O)n3Cc2ccccc2C)C1
→ 10.1% | 1.1% | 15.7% | -9.0% | -12.5% | 5.2% | -0.8%
O=C(CSc1nccn1Cc1ccc(F)cc1)Nc1ccc2c(c1)OCO2
→ -8.8% | -0.9% | 5.3% | -2.2% | 0.5% | -5.0% | 1.8%
COc1ccc(Cl)cc1NC(=O)Cn1cc(C(=O)c2ccc(C)cc2)c(=O)c2ccc(C)nc21
→ -3.7% | 0.3% | -1.2% | -4.0% | 1.5% | -3.7% | 2.8%
CC(C)Oc1ccc(CNC(=O)C2CCN(c3nc4ccccc4n(C)c3=O)CC2)cc1
→ -7.2% | -0.1% | 6.8% | -6.8% | 1.0% | -16.4% | -0.7%
COc1ccc(NS(=O)(=O)c2ccc(-c3cnc(C4CC4)o3)cc2)cc1Cl
→ ? | 0.6% | 37.7%[activator] | -1.1% | ? | -4.1% | 2.5%
Cc1ccccc1CNCCCSc1nnnn1-c1ccccc1
→ ? | -3.8% | -1.8% | 0.9% | 13.7% | -16.6% | 5.4%
CCOc1ccc(-n2nc3ccc(NC(=O)c4ccc(C)cc4C)cc3n2)cc1
→ -6.5% | 0.7% | -11.9% | -0.7% | -11.0% | 0.5% | 7.2%
CCc1cccc(CC)c1NC(=O)c1c(C)oc2ccc(O)c(CN3CCCC3)c12
→ -5.0% | 0.4% | -0.8% | -4.0% | · | · | 4.8%
Cc1ccc(Cl)cc1N1CCN(C(=O)Cn2cnc3nc4c(cc3c2=O)CCCC4)CC1
→ 28.1% | -1.2% | 22.9% | 0.0% | ? | 12.4% | 2.2%
CCOc1ccccc1C(=O)Nc1nnc(COC)s1
→ 8.0%&-16.9% | -0.4% | 9.3%&-9.7% | -5.8% | 4.0% | -1.8% | -1.7%
CSc1ccc(CNC(=O)Cn2ccc3cc(S(=O)(=O)N4CCCC4)ccc32)cc1
→ ? | 0.4% | -11.7% | -1.0% | -45.3% | -0.8% | -1.8%
Cc1ccc(CNC(=O)CSc2nc3n[nH]c(C)c3c(=N)n2-c2ccccc2Cl)cc1
→ -13.9% | 1.0% | 15.7% | 0.0% | 2.0% | ? | -3.3%
COc1ccccc1NC(=O)c1sc2nc3n(c(=O)c2c1C)N=C(c1cccc(Br)c1)CS3
→ 4.9% | -1.6% | 0.0% | -4.4% | -8.6% | -7.2% | -3.6%
COc1ccc(CCNC(=O)c2cn(C)c3ccc(S(=O)(=O)N(C)C)cc3c2=O)cc1OC
→ 1.0% | -1.1% | 7.0% | -1.7% | -10.1% | 13.7% | 0.0%
COc1ccc(-c2cnnn2-c2ccc(NC(=O)c3c(F)cccc3F)cc2)cc1
→ 2.6% | 1.1% | 17.3% | -11.6% | -18.2% | -19.7% | 0.6%
CCC(C(=O)NC1CCCCC1)n1nc(C)c2sc3ccccc3c2c1=O (centres undefined)
→ -8.4% | -3.3% | -1.2% | 2.6% | 1.7% | 5.4% | 3.8%
CCOC(=O)c1c(C)[nH]c(CCC(=O)NCc2ccc(OC)c(OC)c2)c1C
→ 26.8% | 0.4% | -5.2% | -2.2% | 1.7% | 1.4% | -0.9%
CCOC(=O)c1c(S(=O)(=O)N2CCC(C(=O)Nc3ccc(F)cc3F)CC2)c(C)n(C)c1C
→ -7.3% | -2.3% | -2.2% | -1.5% | -22.4% | 4.6% | -1.0%
Clc1ccc2nc(-c3ccc(N4CCOCC4)cc3)c(Nc3ccccc3)n2c1
→ 18.8% | 0.9% | -2.5% | -3.3% | 0.5% | -1.4% | -2.5%
COc1cc(-c2nc(-c3cccc(Cl)c3)c(-c3ccccc3)[nH]2)cc(OC)c1OC
→ -3.3% | 0.0% | 2.2% | 1.0% | ? | -2.2% | 3.9%
O=C1CSC2(C(=O)N(Cc3ccccc3F)c3ccccc32)N1c1ccc(F)cc1 (centres undefined)
→ 10.9% | 1.6% | 8.7% | -3.7% | -15.8% | -3.3% | 1.7%
O=S(=O)(Nc1ccc(-c2ccc(N3CCCC3)nn2)cc1)c1ccc(Cl)cc1
→ 10.5% | 2.9% | -4.3% | 3.6% | · | · | -1.5%
COc1cccc(NC(=O)CCNC(=O)Cn2ccc3ccccc3c2=O)c1
→ -5.4% | 1.1% | 5.3% | -5.4% | 7.5% | -0.7% | 1.0%
COc1ccc2c(CNC3CCCCCC3)c(C(=O)O)n(Cc3ccccc3F)c2c1
→ 3.0% | 0.0% | -5.3% | 3.3% | 3.4% | -0.7% | -1.4%
Cc1ccc(C(C)C)c(OCC(=O)Nc2cccc(NC(=O)c3ccco3)c2)c1
→ ? | 0.4% | ? | -7.9% | ? | -11.5% | -3.2%
O=C(NC1CCCCC1)c1cc(Nc2cccc(C(F)(F)F)c2)nc2ccccc12
→ 3.7% | -1.7% | -22.1% | 0.4% | -4.3% | 18.7% | -0.9%
Cc1nc2nc(NC(=O)CC(C)C)[nH]n2c(=O)c1Cc1ccccc1
→ -2.9% | -1.7% | 3.0% | -0.8% | 8.6% | 8.6% | -0.1%
COc1ccc2[nH]cc(CCNC(=O)Nc3cccc(F)c3)c2c1
→ -20.1% | -3.3% | 8.5% | 0.1% | -13.1% | -0.9% | -0.6%
Cc1c(C(=O)N(C)Cc2ccccc2)sc2nc(-c3ccc(F)cc3)cn12
→ ? | 0.0% | 8.1% | -0.7% | ? | -5.5% | 2.4%
Cc1ccc(Cl)cc1N1CCN(C(=O)c2cn(C)c3ccc(S(=O)(=O)N(C)C4CCCCC4)cc3c2=O)CC1
→ -14.0% | -0.7% | -7.0% | -0.6% | -15.4% | 21.2% | 8.0%
CCc1ccccc1NC(=O)C1CCN(S(=O)(=O)c2cn(C)cn2)CC1
→ 11.9% | 0.2% | -3.4% | 0.4% | -1.5% | 11.0% | 3.0%
CCCCC(=O)OCc1cc(=O)n2nc(C3CC3)sc2n1
→ -1.6% | -0.5% | -11.1% | -10.8% | -7.1% | -8.1% | 0.8%
CCC1=Nc2cc(C(=O)NC(C)c3ccccc3)ccc2Sc2ccc(Cl)cc21 (centres undefined)
→ -26.1% | 0.8% | 7.0% | -3.4% | -8.6% | -2.7% | -5.7%
CNS(=O)(=O)c1cn(CC(=O)Nc2cccc(C(F)(F)F)c2)cc1S(=O)(=O)NC
→ -4.8% | 0.3% | -3.6% | 1.2% | -8.6% | -0.8% | -1.9%
Cn1c(=O)c2c(nc(SCC(=O)Nc3ccccc3F)n2Cc2ccc(Cl)cc2)n(C)c1=O
→ -13.9% | -0.3% | 8.6% | -0.1% | 3.4% | 11.2% | -2.3%
CCCCOC(=O)c1ccc(OC(=O)c2sc3ncn(Cc4ccccc4Cl)c(=O)c3c2C)cc1
→ -8.6% | 0.0% | -3.7% | -0.1% | 12.1% | 28.8% | 2.2%
Cc1cc(C)n2c(Nc3ccccc3C)c(-c3cccs3)nc2n1
→ -19.8% | -1.9% | -0.6% | 4.8% | -10.9% | ? | 6.4%
CCc1cccc(C)c1NC(=O)c1cc(S(=O)(=O)N2CCOCC2)cn1C
→ -9.0% | 0.0% | 7.7% | -0.2% | -10.2% | -2.8% | 1.9%
CCCN(CCC)CCCNC(=O)c1cn(CC)c2ccc(S(=O)(=O)N(C)C3CCCCC3)cc2c1=O
→ 2.0% | 1.2% | 9.8% | -7.1% | -5.4% | -11.6% | 0.4%
CCc1cnc2c(c1SCC(=O)Nc1ccc(Cl)cc1)c(=O)n(C)c(=O)n2C
→ 4.2% | -3.3% | -7.9% | -8.7% | 5.2% | 2.2% | 0.3%
Cn1c(-c2ccccc2)cnc1NCc1ccccc1O
→ -17.9% | 0.8% | 4.8% | -3.9% | -7.7% | -11.2% | -13.9%
O=C(C1CC1)N1CCc2cc(Br)cc(S(=O)(=O)N3CCN(c4ccccc4)CC3)c21
→ -13.0% | 0.6% | -1.1% | -3.4% | -11.7% | 9.0% | 5.7%
CCOC(=O)c1cccc(NC(=O)c2cc(S(=O)(=O)N3CCCC(C)C3)cn2C)c1 (centres undefined)
→ 24.0% | -0.5% | 11.1% | -1.0% | -27.1% | 4.2% | -4.4%
Cc1cc(C)n(-c2nc3ccccc3nc2Nc2ccc(C(C)C)cc2)n1
→ -16.8% | -0.4% | -0.4% | -1.9% | -6.0% | 29.7% | -7.1%
COc1cc(C)c(C)cc1S(=O)(=O)Nc1cccc(-c2ccc(N3CCOCC3)nn2)c1
→ -6.1% | -0.2% | -9.8% | -7.1% | · | · | -0.6%
CCOC(=O)c1cccc(NC(=O)C2CCN(c3nnc(C)c4c(C)n(-c5ccccc5)nc34)CC2)c1
→ 10.1% | 0.9% | 12.6% | -0.4% | ? | -3.7% | 2.6%
CCN(CC)CCN(C(=O)c1ccco1)c1nc2c(C)cccc2s1
→ -23.8% | -1.4% | -16.2% | -2.0% | -20.4% | ? | 1.2%
Cc1ccc(-c2nc3ccccn3c2Nc2ccccc2C)s1
→ -9.2% | -0.4% | 32.6%[activator] | -10.3% | -13.1% | -1.1% | 6.2%
Cc1cccc(NC(=O)c2ccc3c(c2)CCN3S(=O)(=O)c2ccccc2)c1C
→ -19.5% | 0.6% | -2.7% | -1.6% | -13.7% | 5.3% | 1.5%

Profiles from above:
Listed for `CCCCOC(=O)c1ccc(OC(=O)c2sc3ncn(Cc4ccccc4Cl)c(=O)c3c2C)cc1` → p53null 39C kill = -8.6%; B2AR arrestin ag = 0.0%; p53null 32C tox = -3.7%; PTAP-TSG101 blk = -0.1%; FH mod = 12.1%; NTMT1 inh = 28.8%; GALK inhibitor = 2.2%
Listed for `CCC1=Nc2cc(C(=O)NC(C)c3ccccc3)ccc2Sc2ccc(Cl)cc21` (centres undefined) → p53null 39C kill = -26.1%; B2AR arrestin ag = 0.8%; p53null 32C tox = 7.0%; PTAP-TSG101 blk = -3.4%; FH mod = -8.6%; NTMT1 inh = -2.7%; GALK inhibitor = -5.7%
